LYPLA1 counter: LYPLA1 (human) inhibition in PME1 counter-screen | recombinant LYPLA1, FP-Rh probe fluorescence polarization | inhibition, % at 5.9 µM | 320,000 compounds, 0.16% hits | AID 2174;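 active means inhibition above the mean of all tested compounds plus 3 SD, set per campaign, cut at about 14% in these data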;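 further: inhibitors block serine hydrolase probe labeling of LYPLA1 so polarization falls; 0% = enzyme with DMSO and 100% = wells lacking LYPLA1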
Target sequence (O75608 whole entry, looked up): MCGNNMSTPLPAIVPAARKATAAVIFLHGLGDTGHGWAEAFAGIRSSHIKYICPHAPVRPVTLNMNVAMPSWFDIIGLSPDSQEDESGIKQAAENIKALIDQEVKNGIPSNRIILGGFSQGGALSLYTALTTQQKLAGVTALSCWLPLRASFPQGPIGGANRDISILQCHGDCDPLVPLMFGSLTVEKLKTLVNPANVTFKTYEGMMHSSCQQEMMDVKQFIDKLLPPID
LYPLA2 counter: LYPLA2 (human) inhibition in PME1 counter-screen | AID 2177 | inhibition, % at 5.9 µM | recombinant LYPLA2, FP-Rh probe fluorescence polarization | 320,000 compounds, 0.38% hits | O95372;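 active means inhibition above the screen-wide mean plus 3 SD, limit set per campaign, cut at about 26% in these data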;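 further: 0% = LYPLA2 with DMSO and 100% = wells lacking LYPLA2 enzyme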
PREPL inh: inhibitors of human prolyl oligopeptidase-like enzyme PREPL. Q4J6C6. 320,000 compounds, 0.68% hits. inhibition, % at 5.96 µM. AID 2751. recombinant PREPL, fluorescence polarization activity-based probe; in the data active means inhibition above about 43%;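 further: 0% = enzyme with DMSO and 100% = wells lacking enzyme; many of its hits are not listed in these tables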
PAFAH1B3 FP inh: blocks human PAF acetylhydrolase 1B catalytic subunit 3 | Q15102 | recombinant PAFAH1B3, FP-rhodamine probe, fluorescence polarization | inhibition, % at 3.39 µM | 340,000 compounds, 0.28% hits;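 active means inhibition above the screen-wide average of all tested compounds plus 3 SD, cut at about 25% in these data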;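 further: 0% = enzyme with DMSO only and 100% = wells lacking PAFAH1B3 protein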
Target sequence (Q15102 whole entry, looked up): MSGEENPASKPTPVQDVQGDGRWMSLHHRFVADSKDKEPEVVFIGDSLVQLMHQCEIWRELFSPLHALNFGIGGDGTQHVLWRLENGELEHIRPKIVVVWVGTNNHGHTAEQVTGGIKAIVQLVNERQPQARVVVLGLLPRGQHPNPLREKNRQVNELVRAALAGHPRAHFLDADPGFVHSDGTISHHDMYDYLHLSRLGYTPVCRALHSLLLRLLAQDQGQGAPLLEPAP
PAFAH2 inh: inhibitors of human PAFAH2 | Q99487 | recombinant PAFAH2, FP-rhodamine activity probe, fluorescence polarization | inhibition, % at 3.39 µM | 340,000 compounds, 0.99% hits | AID 492956;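 active means inhibition above the mean over all tested compounds plus 3 SD, cut at about 30% in these data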;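 further: inhibitors block probe labeling of enzyme so polarization drops; 0% = enzyme with DMSO and 100% = wells lacking PAFAH2 protein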
PAFAH1B2 inh: inhibitors of human PAFAH1B2 | P68402 | recombinant PAFAH1B2, FP-rhodamine activity probe, fluorescence polarization | inhibition, % at 3.39 µM | 340,000 compounds, 1.2% hits;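 active means inhibition above the mean of all tested compounds plus 3 SD, cut at about 24% in these data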;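 further: 0% = enzyme with DMSO and 100% = wells lacking PAFAH1B2; many of its hits are not listed in these tables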
Target sequence (P68402 whole entry, looked up): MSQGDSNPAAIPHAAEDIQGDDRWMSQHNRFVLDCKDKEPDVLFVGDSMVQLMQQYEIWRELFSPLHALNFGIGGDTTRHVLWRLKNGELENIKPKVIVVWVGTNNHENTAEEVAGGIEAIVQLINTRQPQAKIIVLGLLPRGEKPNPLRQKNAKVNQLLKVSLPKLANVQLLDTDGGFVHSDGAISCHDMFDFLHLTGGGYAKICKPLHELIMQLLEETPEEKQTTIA
ZTA counter: counter-screen for EBNA-1 inhibitors: inhibitors of Epstein-Barr virus ZTA; P03206; ZTA-DNA binding, fluorescence polarization; inhibition, % at 11 µM; 320,000 compounds, 0.15% hits; AID 2234; in the data active means inhibition above about 33%
Target sequence (P03206 whole entry, looked up): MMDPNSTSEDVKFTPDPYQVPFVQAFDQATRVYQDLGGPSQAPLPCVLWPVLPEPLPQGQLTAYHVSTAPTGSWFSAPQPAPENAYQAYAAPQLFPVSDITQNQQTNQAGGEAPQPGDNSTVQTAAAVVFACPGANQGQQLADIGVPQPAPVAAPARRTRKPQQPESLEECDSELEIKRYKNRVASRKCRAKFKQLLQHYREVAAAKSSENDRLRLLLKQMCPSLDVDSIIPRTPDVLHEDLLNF
pPAFAH inh: pPAFAH (human) enzyme inhibition. 330,000 compounds, 1.5% hits. AID 463082. Q13093. inhibition, % at 3.39 µM. recombinant pPAFAH, FP-rhodamine probe fluorescence polarization;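 active means inhibition above the mean inhibition across the screen plus 3 SD, cut at about 25% in these data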;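 further: inhibitors block binding of the rhodamine activity-based probe so polarization drops; 0% = enzyme with DMSO and 100% = wells lacking pPAFAH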
EBNA-1 inhibitor: blocks EBNA-1 binding to DNA | EBNA-1 DNA binding, fluorescence polarization | inhibition, % at 14.8 µM | 300,000 compounds, 0.34% hits | AID 1950; in the data active means inhibition above about 28%
Active calls of the source: *; . = not tested or not shown. An excerpt; rates above refer to the full screens.

SMILES	LYPLA1 counter	LYPLA2 counter	PREPL inh	PAFAH1B3 FP inh	PAFAH2 inh	PAFAH1B2 inh	ZTA counter	pPAFAH inh	EBNA-1 inhibitor
CCOC(=O)c1cc(NC(=O)c2ccco2)ccc1N1CCOCC1	-1	2	8	-3	-5	2	2	-8	-11
O=C(NCCCc1ccccc1)c1cc(COc2c(F)cccc2F)on1	0	-5	-7	-1	9	3	10	1	-3
COc1ccc(CCN(C)C(=O)c2cc(S(=O)(=O)N3CCCCCC3)ccc2OC)cc1OC	1	-3	-4	7	3	-2	11	4	-1
Nn1c(SCC(=O)N2CCCCC2)nnc1-c1ccncc1	1	-5	25	6	-4	1	-9	2	-17
Cc1nnc(N(Cc2ccccc2)C(=O)c2cnccn2)s1	-1	2	19	7	1	1	-19	-2	13
CCCc1cc(C(=O)OCC(=O)N(CCC)c2c(N)n(Cc3ccccc3)c(=O)[nH]c2=O)sc1C	2	3	6	-2	1	9	-2	2	16
O=C(CSc1ncn[nH]1)N1CCN(S(=O)(=O)c2ccccc2)CC1	-4	-4	-1	-7	-1	2	1	0	10
CC1(C)Cc2nc3sc4c(SCC(=O)NC(c5ccccc5)c5ccccc5)ncnc4c3cc2CO1	0	4	-4	4	-1	4	-31	4	-2
CCOC(=O)c1c(N)sc(C(=O)OCCOC)c1C	-4	-8	-4	13	-3	0	5	6	10
COc1ccc(OCC(=O)NNC(=O)c2ccccn2)cc1	1	5	14	-20	-1	9	-19	8	1
c1cncc(Nc2nc(-c3cccnc3)cs2)c1	-2	3	18	2	-4	3	-25	7	3
Cc1c(CCO)c(=O)[nH]n1S(=O)(=O)c1ccc([N+](=O)[O-])cc1	-2	2	2	4	3	0	18	1	10
CCN(CC)CCNC(=O)CS(=O)Cc1nc(-c2ccc(C)cc2)oc1C (centres undefined)	1	5	1	0	-3	1	21	-6	-9
CC1Cc2nc(SCC(=O)NCc3ccccc3)n(Cc3ccccc3)c(=O)c2S1 (centres undefined)	-3	2	14	1	-11	-1	4	0	-5
CCN1CCN(Cc2ccc(NC(=O)c3cc(NC(=O)C4=NN(c5ccccc5)C(=O)C4)cc(OC)c3)cc2C(F)(F)F)CC1	-12	-7	-7	9	0	4	-4	19	-10
Cc1onc(-c2ccccc2)c1C(=O)NCC1CCN(C(=O)c2c(-c3ccccc3)noc2C)CC1	0	-2	3	2	2	4	0	3	-1
Cn1c(CSc2nc3ccccc3s2)nnc1SCC(=O)NCc1ccccn1	4	-1	-1	4	5	2	-5	-5	-3
CCOC(=O)C1CCN(S(=O)(=O)c2nc3nc(C)cc(C)n3n2)CC1	0	4	3	1	4	5	8	3	0
CC(=O)c1c(C)[nH]c(C(=O)CSc2nnc(-c3ccccc3)o2)c1C	-6	-7	-4	2	-2	-4	12	-5	-29
Cc1cccc(/C=C/C(=O)c2cc(Br)ccc(=O)c2O)c1	-2	2	7	13	34*	3	10	50*	10
COc1cc2c(C(=O)N(C)c3cc(Cl)ccc3OC)cn(C)c(=O)c2cc1OC	-1	-3	-4	6	-3	6	-1	-2	-3
CC1=N/C(=C\c2ccc([N+](=O)[O-])cc2)C(=O)N1c1ccc(Cl)cc1	-8	-5	4	10	-4	4	2	7	-13
COc1ccccc1C(=O)Nc1ccc(C(=O)N2CCCCC2)cc1	2	1	-18	-2	-6	1	-8	-7	-4
O=[N+]([O-])C(/C=C(\Cl)[N+](=O)[O-])=C(N1CCCCC1)N1CCCCC1	-4	2	9	7	0	6	7	-1	4
COC(=O)c1ccc(NC(=O)CS(=O)(=O)Cc2ccccc2)cc1	0	-2	-1	9	-2	-4	-1	5	3
O=C(CNC(=O)c1ccc(Br)o1)NCc1cccc(Cl)c1	-1	4	3	12	0	-6	-8	-3	-7
CC(C)=CC(=O)OCC(=O)Nc1ccc(F)cc1Cl	-1	7	16	8	47*	0	1	7	-2
CCN1CCN(c2nc(-c3ccccc3Cl)nc3ccccc23)CC1	1	-1	3	4	-3	-1	-1	4	-9
COc1ccc(-c2nc(C#N)c(NCc3ccccc3Cl)o2)cc1	-2	-5	5	1	1	-1	13	6	6
COC(=O)/C=C1\OC(c2ccccc2)=CC1=O	1	3	5	.	.	.	3	6	11
[O-][N+]12CCCCC1CCCC2CO (centres undefined)	-1	0	-7	9	-6	2	-7	-1	-5
COc1cccc(N2CCN(CC(=O)Nc3ccnn3C3CCCC3)CC2)c1	1	5	16	2	-1	2	5	2	.
Cc1ccc(Cn2nc(C)c(NC(=O)CCCn3nc(C)c([N+](=O)[O-])c3C)c2C)cc1	-1	-7	10	-1	-8	4	8	2	0
NC(=O)c1ccc(OCC(F)(F)F)nc1	-1	2	3	7	2	5	-4	7	-3
COc1ccc(-c2nc(NC(=O)CSCCO)sc2C)cc1	1	2	-21	8	-6	1	1	7	3
COc1ccc(CCNC(=O)CSc2nc3ccsc3c(=O)n2CC2CCC(C(=O)O)CC2)cc1OC (centres undefined)	3	1	8	18	6	4	14	3	-10
Clc1cccc(Cl)c1CSc1cc2c(nn1)-c1ccccc1CC2	-6	-5	-4	0	3	0	5	-2	7
CC(C)CNC(=O)NC(=O)COc1ccc(C=O)cc1	5	5	19	1	-3	0	-6	3	-17
Cc1ccc(COC(=O)c2cc([N+](=O)[O-])ccc2N2CCOCC2)cc1	1	3	19	-2	4	14	5	7	1
Cc1nn(-c2ccc3ccccc3c2)c(=O)c2ccccc12	-7	4	9	-8	0	3	-2	3	-3
CC12CCC3c4ccc(O)cc4CCC3C1CC(O)C2O (centres undefined)	-1	-2	13	1	-1	5	-3	-6	-9
Cc1ccc(NC(=O)NCC(c2cccnc2)N2CCOCC2)cc1 (centres undefined)	-1	3	6	2	-1	3	3	1	10
COc1ccc(Cc2nnc(NC(=O)c3cccs3)s2)cc1OC	2	15	3	2	1	0	13	7	9
CC(C)OC(=O)CCC(=O)Nc1nc2ccccc2s1	-2	3	10	-3	7	-1	10	2	-5
Cc1ccc(C(=O)CCC(=O)Nc2ccc(C)cn2)cc1	-2	0	-5	3	-1	2	-12	2	.
CCOC(=O)c1ccc(S(=O)(=O)NC2CCC(C)CC2)cc1 (centres undefined)	-1	-3	-5	-8	-5	6	16	7	.
Nc1nc2c(Cl)ccc(Cl)c2s1	-5	-1	2	8	-5	4	-8	-1	2
Cc1ccnc(NC(=O)COc2ccc(Cl)cc2)n1	1	1	-9	-1	-4	9	2	1	6
CN(C)CCNC(=O)C(=O)NCC1OCCN1S(=O)(=O)c1cc(F)ccc1F (centres undefined)	0	5	0	10	-1	8	6	6	2
CCOC(=O)N1CCC(NC(=O)Cn2ncc3c2-c2cc(C)ccc2OC3)CC1	-4	1	-4	6	3	5	-6	3	-13
CCCOC(=O)CSc1nc(N2CCOCC2)c2c(c1C#N)CC(C)(C)OC2	0	4	12	10	4	3	7	6	7
COc1cc2c(C(=O)N3CCN(C)CC3)c(C)n(-c3ccccc3)c2cc1Br	-4	-7	1	4	0	2	-10	-1	-1
CCNc1nc(=S)nc(NC(C)C)[nH]1	4	5	3	2	-4	3	-8	5	0
COCCNC(=O)C(c1ccco1)N(Cc1ccc(OC)cc1)C(=O)Cn1nnc2ccccc21 (centres undefined)	3	4	0	3	0	-1	14	2	6
Cc1nn(-c2ccccc2)nc1C(=O)NN	-5	-8	3	2	2	12	8	-5	6
O=C(c1cc2cc3ccc(Cl)cc3nc2o1)N1CCCCCC1	-2	-3	2	2	-4	-1	3	6	-9
CN(c1ccccc1)C1CCCCC1NS(=O)(=O)c1ccc(Cl)cc1 (centres undefined)	-10	-10	20	7	-3	10	4	-1	2
CSc1cccc(CN2CCCC(CO)(Cc3cccc(Cl)c3)C2)c1 (centres undefined)	-6	0	-6	1	0	3	0	-1	-11
N#Cc1cc(-c2ccccc2)nnc1Sc1ccc(F)cc1	-1	0	-5	-1	-2	5	11	-1	3
Cc1ccc(C(=O)Nc2sc(C)c(-c3ccccc3)c2C(N)=O)cc1[N+](=O)[O-]	-3	-1	0	4	-1	4	-6	1	6
Carrying on:
SMILES	LYPLA1 counter	LYPLA2 counter	PREPL inh	PAFAH1B3 FP inh	PAFAH2 inh	PAFAH1B2 inh	ZTA counter	pPAFAH inh	EBNA-1 inhibitor
CCOc1ccc(CC2CC(=O)NC2=O)cc1 (centres undefined)	1	2	-1	-2	0	-2	12	1	-3
COc1ccc(CNC(=O)CN(C(=O)CCC(=O)Nc2ccccn2)c2ccc3c(c2)OCO3)cc1	-3	2	10	1	5	4	-5	3	-18
CCC(C(=O)Nc1ccc(OC)c(Cl)c1)c1ccccc1 (centres undefined)	-1	2	9	-1	-10	10	-14	-1	4
O=C(c1ccco1)N1CCN(C(=O)C2CCN(S(=O)(=O)c3cnc[nH]3)CC2)CC1	-3	1	-3	3	1	-6	-12	-3	-6
CCC(C)NC(=O)Cn1nc(Cc2ccncc2)c2ccccc2c1=O (centres undefined)	-4	-10	-4	1	-11	4	2	0	4
CC(CC(=O)NCc1cccnc1)c1ccccc1 (centres undefined)	4	4	5	0	3	-3	-21	-3	-4
Clc1cccc(CN2COc3c(cc(Cl)c4cccnc34)C2)c1	-1	-3	3	.	.	.	4	5	-11
O=C(Nc1ccc(Cl)cc1)Nc1ccccc1C(=O)O	-2	-6	3	10	0	10	0	-7	-2
O=C(NCCCN1CCCC1=O)C(=O)NCC1OCCN1S(=O)(=O)c1ccc(Cl)cc1 (centres undefined)	-1	0	-2	-1	-6	4	-18	-3	-6
O=C(C1CCN(S(=O)(=O)c2cccc3cccnc23)CC1)N1CCCCC1	-1	0	0	6	-2	-1	5	1	-4
O=C(c1ccco1)N1CCN(c2nc(-c3ccc(F)cc3)cs2)CC1	3	4	20	5	-1	1	-4	4	-5
CCC1(c2ccccc2)NC(=O)N(Cc2ccc(C(=O)OC)cc2)C1=O (centres undefined)	-2	-2	-1	2	-4	2	17	13	-7
O=c1[nH]nc(N/N=C/c2ccc(Cl)cc2Cl)c(=O)[nH]1	6	7	-4	4	3	6	-5	-1	10
COC(=O)c1cc(Cl)c(NC(=O)c2ccc(C(C)(C)C)cc2)cc1OC	-5	-8	-4	-9	-5	-2	2	15	0
CCN(CC(=O)Nc1c(F)cccc1F)C(=O)CCC(=O)c1ccc(C)cc1	2	2	11	2	-13	5	-3	6	-9
COc1ccc(NC(=O)/C(C#N)=C\c2cc(C)n(-c3ccc4c(c3)OCO4)c2C)cc1	-6	-3	4	1	-4	-2	-1	0	-3
Cc1cc(C)cc(NC(=O)C2CCN(S(=O)(=O)c3ccc4[nH]c(=O)ccc4c3)CC2)c1	-5	-12	1	-4	1	-1	-1	7	5
CS(=O)(=O)c1ccccc1-c1nnc(-c2ccc(Cl)cc2)o1	-1	3	13	10	3	3	-12	-1	-3

A second format for 5 compounds above:
Results follow in this order: LYPLA1 counter, LYPLA2 counter, PREPL inh, PAFAH1B3 FP inh, PAFAH2 inh, PAFAH1B2 inh, ZTA counter, pPAFAH inh, EBNA-1 inhibitor
COc1ccc(-c2nc(NC(=O)CSCCO)sc2C)cc1
 : 1, 2, -21, 8, -6, 1, 1, 7, 3
COc1ccc(CCNC(=O)CSc2nc3ccsc3c(=O)n2CC2CCC(C(=O)O)CC2)cc1OC (centres undefined)
 : 3, 1, 8, 18, 6, 4, 14, 3, -10
Clc1cccc(Cl)c1CSc1cc2c(nn1)-c1ccccc1CC2
 : -6, -5, -4, 0, 3, 0, 5, -2, 7
CC(C)CNC(=O)NC(=O)COc1ccc(C=O)cc1
 : 5, 5, 19, 1, -3, 0, -6, 3, -17
Cc1ccc(COC(=O)c2cc([N+](=O)[O-])ccc2N2CCOCC2)cc1
 : 1, 3, 19, -2, 4, 14, 5, 7, 1

Assay outcomes: PubChem, The Scripps Research Institute Molecular Screening Center
